Screening results as filed in PubChem BioAssay.
Granule exo inh: LAMP-1 surface exposure blockers, TALL-104 cells – cell-based, flow cytometry, MLPCN library, primary screen; inhibition, % at 10 µM; 360,000 tested, 0.66% active; TALL-104 LAMP-1 surface exposure; cells stimulated with thapsigargin and PMA;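 active = inhibition above about 55%, limit read from the data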
NR2E3 ag-1: NR2E3 agonists in two-hybrid cells, primary screen, cell-based, luminescence, CHO-S, Gal4-NCOR/VP16-NR2E3. Photoreceptor-specific nuclear receptor (Homo sapiens), Q9Y5X4. luciferase. inhibition of corepressor binding, % at 3.98 µM. 360,000 tested, 0.35% active. AID 602229, 2012;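 active = inhibition above the mean of all tested compounds plus 3 SD, cut at about 70% in these data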;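 also: 0% = DMSO with NR2E3 transfected cells and 100% = cells lacking NR2E3 construct; higher means lower luciferase signal from less NR2E3 corepressor binding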
Target sequence (Q9Y5X4 whole entry, looked up, the tested form may be a part): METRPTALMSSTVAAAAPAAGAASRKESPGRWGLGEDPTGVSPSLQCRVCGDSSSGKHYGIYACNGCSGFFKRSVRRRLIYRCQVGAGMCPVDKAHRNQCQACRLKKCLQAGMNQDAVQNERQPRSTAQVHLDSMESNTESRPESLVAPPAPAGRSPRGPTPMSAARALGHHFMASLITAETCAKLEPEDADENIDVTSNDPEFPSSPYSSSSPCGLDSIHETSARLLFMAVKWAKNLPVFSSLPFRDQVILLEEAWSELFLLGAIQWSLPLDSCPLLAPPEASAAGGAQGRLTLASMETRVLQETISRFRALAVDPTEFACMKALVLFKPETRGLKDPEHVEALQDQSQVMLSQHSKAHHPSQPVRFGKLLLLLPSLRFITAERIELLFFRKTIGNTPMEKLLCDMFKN
Vif inh: HIV Vif self-association inhibitors, primary screen, imaging, HEK293T, single point | HEK293T cells, Vif self-association by quenched fluorescence, 24 h | inhibition, % at 7.49 µM | 340,000 tested, 0.35% active; in the data active = inhibition above about 50%, passing the limit was not always enough; also: some results filed as inactive read as strong as hits
iPSC survival up: enhancers of single-cell hiPSC survival, primary screen, ATPlite luminescence; 100% = ROCK inhibitor wells, 0% = DMSO; survival enhancement, % at 20 µM; 360,000 tested, 0.044% active; AID 602274, 2012; in the data active = survival enhancement above about 18%;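 also: cells exposed to compounds for 16 hours before the ATP read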
TRPM1 prom inh: inhibitors of MITF-dependent TRPM1 promoter reporter, primary screen, cell-based, SK-MEL-5, single point, luciferase. SK-MEL-5 TRPM1 promoter luciferase, 24 h. inhibition, % at 12.5 µM. 330,000 tested, 0.83% active;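 active = mean inhibition across replicates of 60% or more, whatever share of single replicates reaches that level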; also: values of inactives mirror those of a sister screen read the other way
Peg3 promoter: Peg3 promoter-driven luciferase inhibitors, primary screen, cell-based, HeLa, luciferase luminescence | 360,000 tested, 1.7% active | inhibition, % at 20 µM | HeLa PEG-Prom luciferase reporter, overnight;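 active = inhibition of at least 50% at 20 µM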
NR2E3 ag-2: inhibitors of NR2E3-RetCOR corepressor binding, primary screen, NR2E3 agonist project, biochemical, TR-FRET, GST-NR2E3, biotin-RetCOR; 1536-well; inhibition of corepressor binding, % at 4.78 µM; 320,000 tested, 0.12% active; AID 2300, 2010;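 active = percent inhibition above the cutoff of mean plus 3 SD of all tested compounds, set per screening campaign, cut at about 20% in these data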;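 also: 0% = DMSO wells and 100% = biotin wells as full block of FRET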
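Material: NR2E3–RetCOR corepressor complex / Incubation: Compound–protein incubation for 5 h at 4 °C / Dosing: compound at 4.8 µM, single dose / Detection: time-resolved FRET / Benchmarks: high control biotin, low control 0.6% DMSO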
HIF-2a block: HIF-2a reporter inhibitors, primary screen, luminescence, 786-0 RCC cells. 786-0 RCC cells HIF-2a reporter, luciferase luminescence, overnight. inhibition, % at 18.8 µM. 360,000 tested, 0.72% active;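 active = inhibition of the luminescence signal of 40% or more relative to plate controls, in a single-dose primary screen at 18.75 µM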
aDG glyco up: activators of alpha-DG glycosylation, primary screen, uHTS, Pro5-aDG cells, AlphaScreen; alpha-DG glycosylation AlphaScreen (IIH6); 0% Pro5, 100% B10-LARGE cell signal; activation, % at 10 µM; AID 624168, 2012; 360,000 tested, 0.22% active;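 active = activation of at least 8% versus controls, or a plate z-score of at least 8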;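 also: Pro5 are CHO cells carrying HIG-tagged alpha-DG that lacks glycosylation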
PDI inh: inhibitors of human PDI, primary screen, biochemical, turbidity, single point, plate reader. AID 588391, 2011. 350,000 tested, 0.052% active. PDI insulin aggregation turbidity, A650, 90 min. Protein disulfide-isomerase (Homo sapiens), P07237. inhibition, % at 10 µM;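 active = mean inhibition across replicates of 30% or more, whatever share of single replicates reach that level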;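 also: absorbance from insulin aggregation driven by PDI reduction with DTT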
Target sequence (P07237 whole entry, looked up): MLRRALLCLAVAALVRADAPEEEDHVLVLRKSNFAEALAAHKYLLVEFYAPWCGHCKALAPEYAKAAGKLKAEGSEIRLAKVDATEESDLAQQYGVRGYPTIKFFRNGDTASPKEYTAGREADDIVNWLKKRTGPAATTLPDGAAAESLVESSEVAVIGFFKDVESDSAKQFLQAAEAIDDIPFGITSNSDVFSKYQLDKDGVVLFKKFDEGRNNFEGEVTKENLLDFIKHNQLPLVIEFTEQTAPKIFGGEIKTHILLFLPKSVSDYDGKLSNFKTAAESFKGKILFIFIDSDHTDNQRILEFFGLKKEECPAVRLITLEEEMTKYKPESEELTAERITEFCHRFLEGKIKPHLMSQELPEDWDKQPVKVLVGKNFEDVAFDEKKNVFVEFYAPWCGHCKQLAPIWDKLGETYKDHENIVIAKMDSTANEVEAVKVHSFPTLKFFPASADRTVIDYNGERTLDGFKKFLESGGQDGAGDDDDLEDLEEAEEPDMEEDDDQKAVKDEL
CaV13 FRET inh: Primary screen for inhibitors of IQ motif and Ca2+-dependent inactivation inhibitor domain binding in CACNA1D, Förster resonance energy transfer in living cells, …; AID 743397; HEK cells, CFP/YFP FRET ICDI-IQ, plate reader, 10 min; percent FRET-ratio fall versus neutral wells; inhibition, % at 12.3 µM; 340,000 tested, 0.098% active;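 active = mean replicate inhibition of at least 30% and at least 1% of replicates passing that level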;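 also: 0% = median of the neutral control wells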
Starred values were filed as active, the others as inactive; . = no result given.

SMILES	Granule exo inh	NR2E3 ag-1	Vif inh	iPSC survival up	TRPM1 prom inh	Peg3 promoter	NR2E3 ag-2	HIF-2a block	aDG glyco up	PDI inh	CaV13 FRET inh
CCN(CC)S(=O)(=O)c1ccc(N2CCOCC2)c(NS(=O)(=O)c2ccc(C(C)C)cc2)c1	7	4	-3	0.7	-1	2	-1	15	0.0	20	-3
COc1ccc(-c2noc(COc3ccc4ccccc4c3Br)n2)cc1OC	3	-7	.	-1.8	1	-2	1	3	-0.2	-4	-5
O=C(COc1ccc(Cl)cc1Cl)Nc1ccc(CN2CCOCC2)cc1	1	1	-6	0.5	1	10	-1	-1	-0.2	-1	-16
O=C(/C=C/c1ccco1)Oc1cccc2cccnc12	0	-15	-6	0.0	-17	-3	-7	11	0.5	-4	-6
Cc1nc2ccccn2c1C(=O)NC1CCCCC1	-3	-4	21	-2.0	-4	1	5	16	-0.4	-1	.
CC(C)OCCCNC(=O)c1ccc(NC(=O)C2CCCO2)cc1 (configuration not stated)	-5	-5	-2	-0.6	-7	13	0	2	-0.1	-2	-5
COc1ccc(NC(=O)CSc2nnc(Cn3c(=O)sc4ccccc43)n2C)c(OC)c1	4	-1	-2	2.6	.	4	1	12	1.4	.	7
COc1ccccc1NC1CCCCC1NS(=O)(=O)c1ccc(C)cc1 (configuration not stated)	1	-21	-3	-0.2	2	16	.	0	-0.4	1	-2
COc1ccc(-c2cc3ccccc3n2CC(O)CNC(CO)(CO)CO)cc1 (configuration not stated)	-5	-5	21	2.5	8	-18	3	-38	-0.1	-7	-5
Cc1cccc(C)c1NC(=O)CCCCCNS(=O)(=O)c1ccccc1	-2	-7	0	-0.1	3	12	-2	11	-0.2	0	-2
C=CCn1c(SCC(=O)N(C)C)nc2cc(C(=O)O)ccc2c1=O	-4	-7	7	0.6	16	8	-2	11	-0.2	3	-3
CCN(c1ccc(OC)cc1)S(=O)(=O)c1csc(C(=O)N2CCCC2)c1	-7	-3	-8	0.2	0	-3	-3	-18	-0.1	3	-3

Seven records picked at random from the list so far, as already listed:
SMILES	Granule exo inh	NR2E3 ag-1	Vif inh	iPSC survival up	TRPM1 prom inh	Peg3 promoter	NR2E3 ag-2	HIF-2a block	aDG glyco up	PDI inh	CaV13 FRET inh
COc1ccc(NC(=O)CSc2nnc(Cn3c(=O)sc4ccccc43)n2C)c(OC)c1	4	-1	-2	2.6	.	4	1	12	1.4	.	7
O=C(COc1ccc(Cl)cc1Cl)Nc1ccc(CN2CCOCC2)cc1	1	1	-6	0.5	1	10	-1	-1	-0.2	-1	-16
O=C(/C=C/c1ccco1)Oc1cccc2cccnc12	0	-15	-6	0.0	-17	-3	-7	11	0.5	-4	-6
C=CCn1c(SCC(=O)N(C)C)nc2cc(C(=O)O)ccc2c1=O	-4	-7	7	0.6	16	8	-2	11	-0.2	3	-3
Cc1cccc(C)c1NC(=O)CCCCCNS(=O)(=O)c1ccccc1	-2	-7	0	-0.1	3	12	-2	11	-0.2	0	-2
CCN(CC)S(=O)(=O)c1ccc(N2CCOCC2)c(NS(=O)(=O)c2ccc(C(C)C)cc2)c1	7	4	-3	0.7	-1	2	-1	15	0.0	20	-3
COc1ccccc1NC1CCCCC1NS(=O)(=O)c1ccc(C)cc1 (configuration not stated)	1	-21	-3	-0.2	2	16	.	0	-0.4	1	-2

Whole records as entered above. Order of screens: Granule exo inh	NR2E3 ag-1	Vif inh	iPSC survival up	TRPM1 prom inh	Peg3 promoter	NR2E3 ag-2	HIF-2a block	aDG glyco up	PDI inh	CaV13 FRET inh
Cc1cccc(C)c1NC(=O)CCCCCNS(=O)(=O)c1ccccc1 in the list: -2	-7	0	-0.1	3	12	-2	11	-0.2	0	-2
COc1ccc(-c2noc(COc3ccc4ccccc4c3Br)n2)cc1OC in the list: 3	-7	.	-1.8	1	-2	1	3	-0.2	-4	-5

Later entries:
SMILES	Granule exo inh	NR2E3 ag-1	Vif inh	iPSC survival up	TRPM1 prom inh	Peg3 promoter	NR2E3 ag-2	HIF-2a block	aDG glyco up	PDI inh	CaV13 FRET inh
COc1cc(C2N(c3cccc(Cl)c3)C(=O)C3CCCN32)cc(OC)c1OC (configuration not stated)	-6	-16	11	-0.4	-2	-6	-1	-2	0.2	.	-3
C/C=C/C(=O)N1c2ccc(C)cc2C(C)=CC1(C)C	-2	-15	-1	-0.7	1	5	2	20	-0.1	-4	-7
NC(=O)CSc1nnc(-c2cc(-c3cccs3)nc3ccccc23)o1	-2	13	16	2.6	-2	-1	-2	4	-0.1	-9	-4
O=[N+]([O-])c1cc(Cl)cc(/C=N/Nc2nc3ccccc3s2)c1O	2	4	-7	-0.8	20	-17	2	-87	0.1	3	-5
COc1ccc(Nc2nc(N)nc(CSC(=S)N3CCN(C)CC3)n2)cc1	3	-3	18	-1.4	3	-30	-3	-48	0.0	12	-3
COc1ccc(OC)c(NC(=S)NN2CCOCC2)c1	-5	17	-2	6.4	0	-14	4	-6	0.1	8	-2
CCOC(=O)[C@]12CCC=C1N(Cc1ccc3c(c1)OCO3)C(=O)[C@H](CC(=O)N1CCCC1)C2	1	-4	.	0.1	.	.	.	14	0.0	.	-6
Cc1nc(N2CCCCC2)nc(N2CCCCC2)c1C=O	0	-1	0	-0.3	2	6	1	13	-0.4	-11	-6
CCCNC(=O)c1ccc(COc2ccc(C(C)(C)C)cc2)o1	-4	-134	-17	-0.6	-22	-55	0	-63	1.1	-2	-10
Cc1ccc(-n2c(SCC3CCCCO3)nnc2-c2ccco2)cc1 (configuration not stated)	2	-3	5	-0.8	7	19	1	29	0.2	3	.
CN(C(=O)c1cc2ccccc2oc1=O)C1(C)CCS(=O)(=O)C1 (configuration not stated)	-1	-1	-2	0.7	-5	-5	-1	9	0.0	10	-4
CCC(=O)C1CCCN(C(=O)c2ccc3nc(-c4cccc(OC)c4)oc3c2)C1 (configuration not stated)	-4	-112	8	-0.4	-33	-132	0	-85	0.0	-1	-5
O=C(COC(=O)c1cc(S(=O)(=O)N2CCOCC2)ccc1F)c1ccc[nH]1	-1	-19	53*	-2.3	3	-7	-1	19	-0.3	9	-3
O=C(CCCN1CCC(O)(c2cccc(C(F)(F)F)c2)CC1)c1ccc(F)cc1	19	7	-2	-4.3	-4	10	2	-17	0.2	-4	-5
CS(=O)(=O)N1CCC(C(=O)Nc2c(F)cccc2F)CC1	0	-19	6	7.0	-5	11	-1	12	0.2	-12	-4
COCCn1c(N)c(N(Cc2ccccc2)C(=O)c2oc3ccccc3c2C)c(=O)[nH]c1=O	2	-25	2	-0.2	0	-8	-1	-2	0.3	-2	1
O=S1(=O)CCC(N=Cc2ccc(-c3ccc(Cl)cc3)o2)C1 (configuration not stated)	6	-14	9	0.0	-1	1	7	2	-0.1	2	-2
Cc1cc(Cl)c(S(=O)(=O)NC2CCCC2)cc1OCC(=O)NC1CCCCC1	45	36	-12	1.5	31	22	0	15	0.9	11	-6
Cc1ccc(-n2c(-c3ccc(Cl)cc3)c[n+]3c2CCC3)cc1	-3	4	-10	-0.5	52	8	2	18	0.0	1	-4
Cc1ccc(NC(=O)CSc2nc(C)c(C)c(C)n2)cc1S(=O)(=O)N1CCOCC1	-9	-9	-2	0.2	8	9	.	6	0.3	2	-11
CCOC(=O)NN=C1CCC(c2ccccc2)CC1 (configuration not stated)	0	-9	-2	-0.4	-11	4	.	9	-0.7	-1	-7
Cc1c(Cl)c([N+](=O)[O-])nn1CCCC(=O)Nc1ccc(Cl)cc1Cl	7	5	3	-1.0	-3	25	0	20	0.0	-1	-5
O=C(COC(=O)c1ccccc1O)Nc1cccc(S(=O)(=O)N2CCCC2)c1	2	-11	-12	-0.4	5	0	2	11	-0.2	-3	-2
CSCCCNC(=O)c1ccc(OC2CCN(CCc3ccccc3)CC2)cc1	-2	-20	-1	-0.1	-29	-109	1	-50	-0.1	1	1
COc1ccc(C(=O)NCC(=O)Nc2ccc(F)cc2)cc1OC	-2	4	3	1.2	7	15	2	-2	-0.1	-4	-7
O=[N+]([O-])c1ccc(C=NN2CCOCC2)s1	3	2	-12	1.5	.	-96	.	-86	1.8	-1	-5
O=C(O)C1CCCCC1C(=O)Nc1ccc(F)cc1F (configuration not stated)	-2	10	2	-1.1	-4	9	2	-11	-0.1	-5	-8
CCc1ccc(C(=O)COC(=O)c2cnccn2)cc1	1	-1	14	1.0	7	3	4	23	1.1	4	.
CCOC(=O)C1CCN(C(=O)COC(=O)c2ccc(=O)n(Cc3ccccc3)n2)CC1	4	-18	6	-0.3	7	-1	2	9	-0.1	7	-8
COc1ccc(OC)c(CNC(=O)C2CCCN(c3nc4ccccc4o3)C2)c1 (configuration not stated)	10	17	-8	3.0	6	14	1	6	-0.1	-1	-7
Nc1cccn2c(-c3ccc(Cl)cc3)cnc12	-3	-127	7	-1.4	-15	-314	3	-223	-0.4	-10	-3
Cc1ccc(NC2(c3nnnn3-c3c(C)cccc3C)CCCCC2)cc1	9	13	-2	0.2	-3	38	0	16	-0.2	0	4
CCOC(=O)CCNC(=O)c1ccccc1Br	0	-15	1	-1.4	-4	-3	0	-9	0.1	-5	-8
Cc1ccc(NC(=O)CN(C)C(=O)CN2C(=O)NC(C)(c3ccccc3)C2=O)cc1 (configuration not stated)	-2	-12	2	0.1	-4	-10	0	1	-0.1	-10	-9
O=C(Nc1ccc2c(c1)OCCO2)C1c2ccccc2OCC(=O)N1Cc1ccc2c(c1)OCO2 (configuration not stated)	3	-32	.	-0.3	.	.	.	17	-0.2	.	-6
O=S(=O)(Cc1ccccc1Cl)CC(O)COc1ccccc1Cl (configuration not stated)	0	4	3	5.1	-8	17	-1	0	0.0	-11	-2
COC(=O)Cc1c(C)nc2nc(-c3ccccc3)[nH]n2c1=O	-1	0	9	8.2	0	5	-2	9	0.3	4	-4
